Compound activity (PubChem)
LGR2 antag: inhibitors of bursicon-induced LGR2 CRE-luciferase signal, primary screen, cell-based, HEK293, CRE-luciferase reporter, bursicon stimulation | Drosophila bursicon receptor LGR2 (rickets) | bursicon-stimulated, 4 h | inhibition, % at 9.99 µM | 380,000 compounds, 0.35% hits | AID 720647, 2013;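 active = drop in luminescence signal, shown as inhibition above about 50% in the replicate tests, limit read from the data, passing the limit was not always enough; inconclusive = probably only some replicates passing the limit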;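 also: agonist challenge used bursicon conditioned medium at about half maximal strength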
EWS-Fli block: EWS/Fli-driven NR0B1 reporter inhibitors, primary screen, A673 cells, NR0B1 luciferase, luminescence, MLPCN library; 350,000 compounds, 0.67% hits; inhibition, % at 12.6 µM; viability-normalised; AID 651661, 2012;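 active = mean inhibition of at least 50% after viability correction, with every replicate also passing that limit; inconclusive = mean reaches 50% but only one of two replicates passes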;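 also: firefly luciferase signal divided by Alamar Blue viability fluorescence both relative to DMSO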
ERAP1 HTS inh: human ERAP1 aminopeptidase inhibitors, primary screen, biochemical, single point, plate reader; Endoplasmic reticulum aminopeptidase 1 (Homo sapiens), Q9NZ08; recombinant ERAP1, Leu-AMC fluorescence, 60 min; inhibition, % at 10.7 µM; 340,000 compounds, 0.15% hits; AID 652197, 2013;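 active = mean replicate inhibition of at least 30%, or all replicates individually reaching that 30% level; inactive = mean below 30% and not every replicate reaching it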;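 also: 0% = neutral control wells and 100% = L-leucinethiol positive control wells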
Target sequence (Q9NZ08 whole entry, looked up): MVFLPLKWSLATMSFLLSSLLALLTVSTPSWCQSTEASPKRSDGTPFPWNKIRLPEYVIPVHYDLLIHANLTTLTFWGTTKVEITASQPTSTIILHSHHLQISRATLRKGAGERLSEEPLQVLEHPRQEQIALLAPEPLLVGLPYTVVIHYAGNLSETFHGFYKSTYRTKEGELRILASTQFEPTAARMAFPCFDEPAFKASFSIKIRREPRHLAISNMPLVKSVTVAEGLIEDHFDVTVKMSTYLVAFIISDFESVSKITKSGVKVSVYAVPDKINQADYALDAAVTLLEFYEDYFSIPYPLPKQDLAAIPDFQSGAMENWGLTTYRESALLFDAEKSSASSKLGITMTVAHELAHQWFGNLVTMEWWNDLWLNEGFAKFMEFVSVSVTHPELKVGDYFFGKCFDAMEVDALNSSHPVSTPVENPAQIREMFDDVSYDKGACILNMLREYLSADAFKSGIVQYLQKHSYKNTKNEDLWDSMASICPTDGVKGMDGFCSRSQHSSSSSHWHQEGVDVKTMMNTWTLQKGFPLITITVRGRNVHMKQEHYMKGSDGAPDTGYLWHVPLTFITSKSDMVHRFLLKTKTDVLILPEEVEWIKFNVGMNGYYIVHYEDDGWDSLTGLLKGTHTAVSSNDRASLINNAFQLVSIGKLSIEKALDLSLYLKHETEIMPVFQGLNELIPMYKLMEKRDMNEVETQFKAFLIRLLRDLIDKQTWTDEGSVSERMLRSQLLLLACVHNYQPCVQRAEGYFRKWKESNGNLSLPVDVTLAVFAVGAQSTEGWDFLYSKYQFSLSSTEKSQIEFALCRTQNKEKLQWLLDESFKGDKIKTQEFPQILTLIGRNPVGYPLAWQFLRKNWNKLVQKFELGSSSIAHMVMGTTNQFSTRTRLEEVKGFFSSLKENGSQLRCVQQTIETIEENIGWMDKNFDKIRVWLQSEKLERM
PGC1a acetyl inh: inhibitors of PGC1a acetylation signal, primary screen, cell-based, U2OS, AlphaScreen, inhibitor mode. AID 651687, 2012. AlphaScreen anti-acetyl-lysine; with virally co-expressed GCN5 acetyltransferase. 350,000 compounds, 0.17% hits. inhibition, % at 15.6 µM;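 active = every replicate shows inhibition of at least 40%; inconclusive = mean inhibition at least 40% but some replicate below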;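 also: 0% = neutral control wells and 100% = positive control wells; some results beyond the cut were filed as inactive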
S100A4 inh HTS: inhibitors of S100A4-myosin IIA peptide binding, primary screen, biochemical, fluorescence polarization, TAMRA-MyoIIA peptide; inhibition, % at 10.7 µM; 360,000 compounds, 0.14% hits; AID 652163, 2013;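 active = mean inhibition of at least 70% across replicates, with every replicate also reaching that level; inconclusive = mean inhibition reaches 70% but some replicates fall short; inactive = mean inhibition below 70%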
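Material: S100A4 monomer protein / Buffer or medium: 50 mM HEPES pH 7.2, 10 mM CaCl2, 100 mM KCl / Times: 5 min incubation before reading / Benchmarks: neutral control DMSO, positive control TFP / Reagent: labelled myosin peptide probe, 5 nM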
PAX8 reporter: inhibitors of PAX8-driven TPO luciferase reporter, primary screen, RMG-I cells, single concentration; SteadyGlo, 24 h; inhibition, % at 12.6 µM; 360,000 compounds, 1.2% hits;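 active = mean replicate inhibition at least 60% with every replicate also reaching 60%; inconclusive = only one of the two criteria is met; inactive = mean below 60% and not all replicates reaching 60%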;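 also: luciferase light reporting Pax8 driven TPO promoter activity; plate controls were median of neutral control wells for no effect and mitoxantrone controls for full effect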
PglD DTNB: C. jejuni PglD acetyltransferase inhibitors, primary screen, biochemical, DTNB colorimetric, single point; 360,000 compounds, 0.098% hits; UDP-N-acetylbacillosamine N-acetyltransferase PglD (Campylobacter jejuni); purified PglD enzyme, DTNB colorimetric CoA detection; inhibition, % at 12.5 µM; in the data active = inhibition above about 16%, passing the limit was not always enough; inconclusive = no clear call, values can overlap the other calls; also: strong numbers were not always called active
FN deposit inh: inhibitors of fibronectin matrix deposition, primary screen, AH1F cells, Alexa488-fibronectin fluorescence, plate reader. inhibition, % at 12.6 µM. AH1F fibroblasts, overnight. 350,000 compounds, 0.086% hits;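 active = mean inhibition across replicates of 30% or more, regardless of how many single replicates reach that level; inconclusive = mean under 30% yet at least half of replicates reach 30%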;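 also: positive control wells lacked labelled fibronectin entirely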
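material = AH1F fibroblast monolayer depositing Alexa488-labelled fibronectin into matrix | amount = 10000 AH1F cells/well | buffer or medium = DMEM plus 2% serum, read in PBS | incubation = 1 h cell adhesion before compound, then overnight fibronectin incubation | detection = fluorescence at 485 nm excitation, 525 nm emission | evaluation = percent inhibition as loss of matrix-bound fibronectin fluorescence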
Numbers without * were called inactive; ? = inconclusive; · = no result given.

Structure,EWS-Fli block,FN deposit inh,PglD DTNB,ERAP1 HTS inh,PAX8 reporter,S100A4 inh HTS,LGR2 antag,PGC1a acetyl inh
Cc1c(NC(=O)COC(=O)c2cccn2C)c(=O)n(-c2ccccc2)n1C,0,1,·,2,9,39,7,14
O=Cc1ccc(-c2nc3ccccc3s2)o1,-25,-26,7,-3,-107,4,-2,-14
CC1(C)CC(=O)c2sc(NC(=O)CCS(=O)(=O)c3ccccc3)nc2C1,-9,5,-2,7,109*,-3,-1,·
CCCNC(=O)[C@H]1[C@H](CO)[C@H]2Cn3c(ccc(-c4ccccc4)c3=O)[C@H]2N1CC,7,·,5,-5,-12,1,-6,·
CO[C@H]1CN(C)C(=O)c2cc(NC(=O)Nc3c(C)noc3C)ccc2OC[C@@H](C)N(C)C[C@@H]1C,-28,1,2,0,-11,6,-9,-2
COc1ccc2c(Cl)cc(NC(=O)Nc3c(C)cccc3C)nc2c1,9,-6,1,3,10,-4,-41,10
Cc1ccc(S(=O)(=O)N(C)C[C@@H]2Oc3cc(-c4cccc(F)c4)ccc3S(=O)(=O)N([C@H](C)CO)C[C@H]2C)cc1,17,·,-1,1,36,3,12,-2
Cc1ccc(Cc2nnc(SCC(=O)Nc3ccc(C)cc3C)[nH]c2=O)cc1,3,5,-1,0,-9,0,2,-5
Cc1ccc(S(=O)(=O)N2CCOCC2)cc1NC(=O)CSc1nnc(COc2ccccc2F)n1N,0,-1,2,2,-7,6,-6,-4
S=c1[nH]nc(COc2ccccc2)n1/N=C/c1ccccc1Br,8,-6,8,0,1,-12,-10,·
O=C(N[C@@H]1CC[C@@H](CCNS(=O)(=O)c2ccc(F)cc2)O[C@@H]1CO)C1CC1,1,-13,-1,-1,-15,?,-19,-1
COC(=O)c1oc2ccc(Br)cc2c1NC(=O)CCCN1C(=O)c2ccccc2C1=O,3,1,-2,4,-1,2,10,0
C[C@H](O)[C@@H]1C(=O)N2CCc3c([nH]c4ccccc34)[C@@H]2C[C@@H]1N(C)C(=O)Nc1ccccc1,-1,-1,·,-18,0,0,14,14
COc1ccc(NC(=S)N(CCN(C)C)C(C)c2ccncc2)cc1Cl (centres undefined),7,-1,2,3,-19,15,3,6
COc1ccc(CCNC(=O)C(=O)NCC2CCNCC2)cc1OC,3,-6,-10,·,23,-3,14,2

Continuation.
Structure,EWS-Fli block,FN deposit inh,PglD DTNB,ERAP1 HTS inh,PAX8 reporter,S100A4 inh HTS,LGR2 antag,PGC1a acetyl inh
Cc1ccc(C(=O)NCC(=O)OCn2nnc3ccccc3c2=O)cc1,-4,2,-3,-1,10,2,-7,·
CN1CCN(c2nc(-c3ccc(Cl)cc3)nc3ccccc23)CC1,15,-3,4,1,30,-6,5,1
CCN1C(=O)[C@H]2[C@@H](c3ccc(-c4ccccc4)cc3)N[C@@](Cc3ccccc3)(C(=O)OC)[C@H]2C1=O,3,-6,-96,1,12,-7,2,-5
O=[N+]([O-])c1ccc2c(c1)C(=NO)c1cc(Cl)c(Cl)cc1-2,13,-3,·,4,-8,1,-5,·
Cc1ccnc(NS(=O)(=O)Cc2ccccc2)c1,·,1,-1,·,-15,·,·,1
COc1ccc(/C=C/C(=O)OCC(=O)NCc2cccs2)cc1OC,2,1,0,7,73*,6,-4,6
Clc1ncc2[nH]cnc2n1,8,-1,·,-5,11,5,-7,-13
CC(=O)Nc1cccc(NS(=O)(=O)c2ccccc2[N+](=O)[O-])c1,-6,4,·,-2,12,-1,-1,5
C[C@@H]1CN([C@@H](C)CO)C(=O)c2c(c3ccccc3n2C)-c2ccccc2CO[C@@H]1CN(C)C(=O)Nc1cccc(C(F)(F)F)c1,0,-13,·,-1,50,-2,20,-79
O=C(NCCc1ccccc1Cl)C1CCC(=O)N(CC2CCCCC2)C1 (centres undefined),·,0,-9,3,2,4,-16,-2
Cc1ccc(CN(C)C(=O)c2ccc(NS(=O)(=O)c3ccc4[nH]c(=O)[nH]c4c3)cc2)cc1,1,-14,5,-2,-9,1,-11,5
CCOc1cccc(C(=O)NC(c2ccccc2)C(C)C)c1 (centres undefined),5,10,-2,3,-4,-2,-8,1
COc1ccc(NC(=O)N[C@H]2C=C[C@H](CC(=O)NC3CCCCC3)O[C@H]2CO)cc1,-7,10,-1,0,-11,5,8,-2
CCOc1ccccc1N(C)S(=O)(=O)c1ccc2c(c1)CCN2C(=O)CCC(=O)O,0,3,-1,3,-15,1,14,-2
COC(=O)c1ccc(CN2CCCC(C(=O)Nc3cccc(-n4cccn4)c3)C2)cc1 (centres undefined),·,4,13,1,13,-5,2,6

Limited to LGR2 antag and PGC1a acetyl inh (two entries from above):
Molecule,LGR2 antag,PGC1a acetyl inh
Clc1ncc2[nH]cnc2n1,-7,-13
CC(=O)Nc1cccc(NS(=O)(=O)c2ccccc2[N+](=O)[O-])c1,-1,5

Other records
Structure,EWS-Fli block,FN deposit inh,PglD DTNB,ERAP1 HTS inh,PAX8 reporter,S100A4 inh HTS,LGR2 antag,PGC1a acetyl inh
CN1CC(=O)N(CC(=O)Nc2ccc(SC(F)F)cc2)C1=O,2,-8,·,-2,-13,6,-7,20
Cc1ccc(/C=N/NC(=O)COc2ccc(Cl)c(C)c2)o1,-4,-4,0,-3,-7,-4,11,·
Cc1ccc(S(=O)(=O)NN=C2CCN(Cc3ccccc3)CC2)cc1,·,4,-2,·,-7,·,7,2
CC(=O)Nc1c(Cl)cc(Cl)c2c1Cc1cc(Cl)ccc1-2,5,-13,-3,0,0,2,·,-4
COCCNS(=O)(=O)c1ccc(C)c(C)c1C,-12,19,·,4,4,9,-17,2
CCCCNC(=O)c1ccc2nc(-c3ccco3)c(-c3ccco3)nc2c1,-28,-2,-7,·,9,0,20,5
CCCc1cc(C(F)(F)F)c(C#N)c(=O)[nH]1,·,-2,-3,·,1,·,·,4
CC(C)NC(=O)Nc1ccc2c(c1)C(=O)N([C@H](C)CO)C[C@@H](C)[C@H](CN(C)Cc1ccc(Cl)c(Cl)c1)O2,8,1,2,-3,12,2,12,-37
O=C(CNC(=O)c1ccccc1Br)N/N=C/c1cccnc1,-3,-9,3,-6,12,8,13,-3
COc1ccc(-c2csc(NC(=O)COC(=O)c3ccco3)n2)cc1,-69,4,1,-1,-123,-3,-95,9
Cc1cccc(NC(=O)COC(=O)COc2ccc3c(c2)CCC3)c1,-1,7,-4,-1,-4,-5,2,10
Cc1cc(C)nc(NC(=O)c2c(-c3ccccc3Cl)noc2C)n1,·,4,-5,·,12,·,·,-77
COc1cc(CO)cc(I)c1O[C@H]1C=C(C(=O)NCCO)C[C@@H](NC[C@@H]2CCCO2)[C@@H]1O,3,·,-2,4,24,0,·,0
CCOC(=O)/C=C/[C@H]1CC(c2ccccc2)(c2ccccc2)CO1,-6,2,1,-2,-6,-27,10,-13
Cc1nc(-c2ccc(Cl)cc2)sc1C(=O)CBr,-17,-6,·,0,-5,-6,·,6

(further entries)
Structure,EWS-Fli block,FN deposit inh,PglD DTNB,ERAP1 HTS inh,PAX8 reporter,S100A4 inh HTS,LGR2 antag,PGC1a acetyl inh
O=C(Nc1cc(S(=O)(=O)N2CCCCC2)ccc1Cl)C1COc2ccccc2O1 (centres undefined),7,1,0,-8,7,-1,-1,-3
Cc1ccc(-c2ccc3c(c2)O[C@@H](CN(C)Cc2ccc(C(=O)O)cc2)[C@@H](C)CN([C@H](C)CO)S3(=O)=O)cc1,10,·,0,-3,·,31,-6,21
CCCCn1c(N)c(N(CCOC)C(=O)C2CC(=O)N(c3ccc(CC)cc3)C2)c(=O)[nH]c1=O (centres undefined),8,6,3,8,0,3,0,2
CCCc1ccc(Oc2cc(Cl)nc(N)n2)cc1,-20,-9,·,5,-91,-3,-41,·
CCN(CC(=O)Nc1ccc(NC(C)=O)cc1)C(=O)CCCc1nc2ccccc2s1,-9,9,-2,1,12,-4,5,17
C[C@H]1CN([C@@H](C)CO)C(=O)c2cc(C#CCN(C)C)cnc2O[C@@H]1CN(C)Cc1ccccc1F,1,8,1,0,6,10,14,2
CC(=O)c1cccc(NC(=O)CSc2nnc(C(C)N(C)C)n2-c2ccc(F)cc2)c1 (centres undefined),2,0,9,0,-21,-7,8,·
Cc1cccc(C(CC(=O)O)n2cccc2)c1 (centres undefined),·,-1,0,·,-2,·,·,10
COc1ccc(S(=O)(=O)N2CCCCC2)cc1C(=O)N1CCCC1,·,7,1,-1,9,0,-4,·
CCCc1nc2c3ccccc3ccn2c1CC1CCCCC1,4,-13,-4,-2,-5,-4,-24,-4
COc1ccccc1C1NC(=O)c2ccccc2O1 (centres undefined),12,1,2,-2,-1,0,3,·
CCCCCc1c(-c2cccc(Br)c2)ncn1CCc1ccccc1OC,39,4,·,11,9,-5,18,·
CCOC(=O)c1cccc(NC(=O)C2CCCN2S(=O)(=O)c2cccc3cccnc23)c1 (centres undefined),6,-2,-6,·,14,0,-7,4
CCOc1ncccc1C(=O)NC(C)CCc1ccccc1 (centres undefined),4,-4,1,0,-10,1,-17,3
COc1ccc([C@H]2C(C(=O)O)=C[C@@H](C(C)(C)C)N2S(=O)(=O)c2ccc(C)cc2)cc1OC,-14,0,-3,4,-4,0,5,3
O=C(CN1C(=O)CCOc2ccccc21)Nc1ccc(Cl)c(S(=O)(=O)N2CCOCC2)c1,0,2,-2,11,5,-3,16,0

Hits appear at their usual frequency. About 2.1% of those tested had a hit in this group.
